Assay outcomes (PubChem)
SENP7 block: SENP7 protease inhibition. Q9BQF6. recombinant SENP7, Z-RLRGG-aminoluciferin luminescence, 40 min. inhibition, % at 5 µM. 1.5% of 330,000 active;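 active = inhibition above about 50% at the single test dose, limit read from the data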;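 also: plate controls were DMSO with enzyme for no effect and no enzyme buffer wells for full effect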
PfG6PD inh: PfG6PD (Plasmodium falciparum) enzyme inhibition; PfGluPho enzyme, NADPH resazurin-diaphorase fluorescence; inhibition, % at 20 µM; 0.78% of 350,000 active; AID 504690;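 active = inhibition reaching at least a set limit at 20 µM in the primary screen, cut at about 59% in these data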;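 also: 0% = DMSO wells with substrate and 100% = DMSO wells lacking glucose-6-phosphate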
ATG4B inhibitor: blocks human ATG4B protease cleavage of LC3 substrate; AID 504462; Q9Y4P1; ATG4B cleavage of LC3-PLA2, NBD-HPC fluorescence, 1 h; 0.51% of 340,000 active; inhibition, % at 8.33 µM; in the data active = inhibition above about 40%
Target sequence (Q9Y4P1 whole entry, looked up): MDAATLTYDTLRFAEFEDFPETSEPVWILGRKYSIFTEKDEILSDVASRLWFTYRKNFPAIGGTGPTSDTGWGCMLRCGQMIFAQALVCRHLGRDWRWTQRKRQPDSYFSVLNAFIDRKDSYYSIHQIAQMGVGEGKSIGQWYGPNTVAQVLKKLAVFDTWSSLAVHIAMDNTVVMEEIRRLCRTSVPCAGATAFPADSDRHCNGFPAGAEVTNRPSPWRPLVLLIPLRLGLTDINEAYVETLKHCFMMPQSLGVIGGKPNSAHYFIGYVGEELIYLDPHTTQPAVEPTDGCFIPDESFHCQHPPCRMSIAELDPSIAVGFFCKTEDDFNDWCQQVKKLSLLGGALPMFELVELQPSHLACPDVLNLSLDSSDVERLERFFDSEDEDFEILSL
SENP8 block: inhibitors of human SENP8 protease; 0.64% of 360,000 active; AID 602440; inhibition, % at 20 µM; recombinant SENP8, Nedd8 substrate fluorescence; Q96LD8; in the data active = inhibition mostly above about 40%, no sharp cut-off; inactive = mostly below about 27%
Target sequence (Q96LD8 whole entry, looked up): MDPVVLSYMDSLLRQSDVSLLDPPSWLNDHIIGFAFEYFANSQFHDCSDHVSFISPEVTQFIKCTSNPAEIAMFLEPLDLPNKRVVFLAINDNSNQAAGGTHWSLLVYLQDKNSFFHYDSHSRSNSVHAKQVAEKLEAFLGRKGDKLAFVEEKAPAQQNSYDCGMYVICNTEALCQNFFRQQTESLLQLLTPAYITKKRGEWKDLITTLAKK
MPTP block: blocks calcium-induced mitochondrial swelling; isolated mouse mitochondria, Ca2+ swelling absorbance, 30 min; inhibition, % at 10 µM; 1.4% of 360,000 active; AID 602449;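 active = inhibition of 50% or more, scaled per plate between neutral and stimulator controls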;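 also: 0% = DMSO wells given calcium and 100% = 1 mM EGTA wells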
SENP6 block: blocks the human protease SENP6 | inhibition, % at 10 µM | 1.8% of 330,000 active | Recombinant SENP6 catalytic domain, aminoluciferin luminescence | Q9GZR1;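 active = inhibition above about 50% at the single tested dose, limit read from the data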;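 also: plate controls were DMSO wells with enzyme for no effect and DMSO wells lacking enzyme for full effect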
Target sequence (Q9GZR1 628-1112 limits assumed): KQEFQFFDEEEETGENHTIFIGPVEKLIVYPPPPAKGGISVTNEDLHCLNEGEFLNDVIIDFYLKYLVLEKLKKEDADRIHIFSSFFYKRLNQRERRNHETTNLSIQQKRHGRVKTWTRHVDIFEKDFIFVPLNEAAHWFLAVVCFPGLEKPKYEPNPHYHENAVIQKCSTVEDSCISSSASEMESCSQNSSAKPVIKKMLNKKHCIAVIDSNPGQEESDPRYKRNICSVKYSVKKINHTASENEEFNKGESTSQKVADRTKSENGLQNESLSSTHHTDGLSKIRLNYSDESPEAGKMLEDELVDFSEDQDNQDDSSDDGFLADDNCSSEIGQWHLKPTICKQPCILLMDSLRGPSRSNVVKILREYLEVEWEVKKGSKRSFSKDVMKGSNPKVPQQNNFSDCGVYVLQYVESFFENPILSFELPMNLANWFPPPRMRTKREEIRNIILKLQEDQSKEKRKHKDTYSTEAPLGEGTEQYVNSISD
HKDC1 inhibitor: inhibitors of human hexokinase HKDC1 | recombinant HKDC1, G6PDH/diaphorase resazurin coupled fluorescence | inhibition, % at 20 µM | 0.16% of 340,000 active;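 active = inhibition above about 35% when tested at 20 µM, limit read from the data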;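 also: plate controls were DMSO wells with enzyme for no effect and DMSO wells lacking enzyme for full effect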
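Assay system – recombinant HKDC1 (HK5) hexokinase enzyme, produced in-house · Input – HKDC1 at 5 µg/mL · Reagent – glucose plus 1 mM ATP as hexokinase substrates · Timing – 90 min reaction incubation at room temperature, dark · Measured by – G6PDH/diaphorase-coupled fluorescence, 1 mM NADP, 100 µM resazurin, 525/613 nm · Benchmarks – DMSO-enzyme wells negative, buffer-substituted wells positive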
GRIN3A LBD mod: NR3A (human) ligand-binding domain modulation; NR3A LBD differential scanning fluorimetry, Tm shift; 0% = protein alone, 100% = glycine-bound protein; Tm shift relative to glycine control, % at 25 µM; 2.5% of 340,000 active;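 active = melting temperature shift of at least 10% of the positive control shift, at one fixed dose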
* hit, by the source's call; i = inactive; · = no result given; & = joins results of further samples.

SMILES	SENP7 block	PfG6PD inh	ATG4B inhibitor	SENP8 block	MPTP block	SENP6 block	HKDC1 inhibitor	GRIN3A LBD mod
O=C(NC(=S)Nc1cccnc1)c1cccs1	9	-4	-7	11	0.3	0	-4	1
Cc1oc(CC(C)C)c(CN)c1C(=O)O	14	-14	-6	-2	-0.1	-11	-8	5
CC(=O)NC(CC(=O)Nc1nc(-c2ccc(N(C)S(C)(=O)=O)cc2)cs1)c1ccccc1 (stereo unspecified)	2	3	6	-240	-0.4	-13	8	-3
O=C1c2ccncc2C(=O)N1c1cccc(Cl)c1	-2	8	-4	19	0.6	-8	3	0
CC(CN(C)Cc1ccccc1)OC(=O)c1ccc(F)cc1 (stereo unspecified)	3	53	-5	8	0.5	-5	-9	0
CC(c1ccccc1)N(CC(=O)NC1CCCCC1)S(=O)(=O)c1cccc(C(F)(F)F)c1 (stereo unspecified)	2	22	11	1	2.5	-7	-2	-11
COc1ccc(C)cc1NC(=O)c1nn(C)cc1Br	-6	-7	2	10	1.6	-33	-4	1
COCCN(CCOC)C(=O)CN1C(=O)NC(Cc2c[nH]c3ccccc23)C1=O (stereo unspecified)	0	-8	-2	-7	-0.4	29	-6	-2
Cc1cc(C)c(S(=O)(=O)N2CCOC2CNC(=O)C(=O)NCCc2c[nH]c3ccccc23)c(C)c1 (stereo unspecified)	5	19	-13	1	-0.4	4	-2	-7
COc1ccc(S(=O)(=O)N2CCC(C(=O)NC3CCCC3)CC2)cc1OC	5	-4	-4	6	0.5	5	-4	5
O=C(N[C@H](Cc1cc(=O)[nH]c2ccccc12)C(=O)O)c1ccc(Cl)cc1	7	-4	-1	-2	-0.5	-6	-1	0
O=C1CC(c2cccc(Cl)c2)CC(O)=C1C=NCCCO (stereo unspecified)	-4	-19	3	23	2.1	3	0	-4
COc1cc2oc(=O)ccc2c(OC)c1CC(O)C(C)(C)O (stereo unspecified)	-5	-7	-10	-248	-1.1	2	1	0
CCc1ccc(C(=O)CSc2nnc(C)c(=O)[nH]2)cc1	6	-31	-5	5	0.8	-2	-4	1
CC(C)CC(NC(=O)C1CCC(C)CC1)C(=O)Nc1cccnc1 (stereo unspecified)	1	3	-11	20	0.0	-9	0	-2
CC#CCCC(=O)N1C=Cc2ccccc2C1C#N (stereo unspecified)	-2	18	-1	29	-1.2	-18	-3	1
Cc1ccc(S(=O)(=O)N2CCOC2CNC(=O)C(=O)NCCN(C)C)cc1 (stereo unspecified)	-7	11	0	5	2.7	-4	-4	13*
CCN(CC)S(=O)(=O)c1ccc(C(O)=C(C#N)c2nc3ccccc3n2C)cc1	·	-5	-14	8	-1.8	·	0	-1
O=c1cnnc(N/N=C/C2CC=CCC2)[nH]1 (stereo unspecified)	5	14	-4	13	-0.7	2	-3	-2
Cc1ccc2c(c1)C=CC(C)(C)S2=O (stereo unspecified)	-5	5	-2	14	1.5	-20	-5	-1
O=C(NCC1CCCO1)C(=Cc1cccc([N+](=O)[O-])c1)C(=O)NCC1CCCO1 (stereo unspecified)	-3	-24	2	4	-0.4	-5	3	-3
CC(NC(=O)NC(N)=O)(C(F)(F)F)C(F)(F)F	5	2	-7	4	-0.3	2	-12	0
COc1ccc(N2Cc3ccc(OC)c(OC)c3C2=O)cc1	-1	1	-6	-93	-0.1	5	-4	-11
CN1CCN(c2ccc(NC(=O)c3cccc(OCc4ccccc4)c3)cc2)CC1	29	-11	6	28	107*	59*	7	-1
CCOc1ccc(CN2CCNC(=O)C2CC(=O)NCCCn2ccnc2)cc1 (stereo unspecified)	4	16	4	-1	-1.5	0	-1	2
Cc1cccc(NC(=O)Cc2nnc(NC(=O)Nc3ccccc3F)s2)c1	1	0	-9	12	2.1	-2	-6	0
CCC(C)N(C(=O)COC(=O)C1C(C(=O)OC)=C(C)NC(C)=C1C(=O)OC)C1CCS(=O)(=O)C1 (stereo unspecified)	5	-3	-4	-180	0.2	2	-1	-2
Clc1ccc(CNc2ccc(CNc3ncn[nH]3)cc2)c(Cl)c1	1	5	17	14	4.3	14	1	1
CCc1cccc(NC(=S)Nc2ccc(CN3CCOCC3)cc2)c1	-7	-9	-1	24	6.4	-3	-1	0
CCC(C)NC(=O)CSc1ncccc1C(=O)O (stereo unspecified)	-6	-4	-2	3	0.0	-19	-5	0
Cc1cc(C(=O)COC(=O)c2ccc(NC(=O)CC#N)cc2)c(C)n1-c1ccc(OC(F)F)cc1	3	0	-8	-14	0.7	-15	0	17*
O=C(COc1ncnc2c(Cl)cc(Cl)cc12)N1CCCCC1	-16	-8	-3	21	-0.8	-11	1	0
COc1ccccc1C(=O)N/C(=C\c1ccccc1)C(=O)NC(Cc1ccccc1)C(=O)O (stereo unspecified)	5	-24	7	4	-0.8	2	3	-2
CCOc1ccc2nc(NC(=O)CSc3ccc(Cl)cc3)sc2c1	0	6	-13	6	19	-13	1	10*
CC(C)=CC(=O)OCC(=O)Nc1ccc(SC(F)F)cc1	12	4	-5	14	-0.3	3	-3	-2
Cc1ccc(S(=O)(=O)NCCC(=O)N2CCN(C/C=C/c3ccccc3)CC2)cc1	·	-6	0	2	-0.4	·	-2	1

Rewritten as labelled records: part of the list above.
Cc1cccc(NC(=O)Cc2nnc(NC(=O)Nc3ccccc3F)s2)c1
- SENP7 block: 1
- PfG6PD inh: 0
- ATG4B inhibitor: -9
- SENP8 block: 12
- MPTP block: 2.1
- SENP6 block: -2
- HKDC1 inhibitor: -6
- GRIN3A LBD mod: 0
CCC(C)N(C(=O)COC(=O)C1C(C(=O)OC)=C(C)NC(C)=C1C(=O)OC)C1CCS(=O)(=O)C1 (stereo unspecified)
- SENP7 block: 5
- PfG6PD inh: -3
- ATG4B inhibitor: -4
- SENP8 block: -180
- MPTP block: 0.2
- SENP6 block: 2
- HKDC1 inhibitor: -1
- GRIN3A LBD mod: -2
Clc1ccc(CNc2ccc(CNc3ncn[nH]3)cc2)c(Cl)c1
- SENP7 block: 1
- PfG6PD inh: 5
- ATG4B inhibitor: 17
- SENP8 block: 14
- MPTP block: 4.3
- SENP6 block: 14
- HKDC1 inhibitor: 1
- GRIN3A LBD mod: 1
CCc1cccc(NC(=S)Nc2ccc(CN3CCOCC3)cc2)c1
- SENP7 block: -7
- PfG6PD inh: -9
- ATG4B inhibitor: -1
- SENP8 block: 24
- MPTP block: 6.4
- SENP6 block: -3
- HKDC1 inhibitor: -1
- GRIN3A LBD mod: 0

The results go on:
SMILES	SENP7 block	PfG6PD inh	ATG4B inhibitor	SENP8 block	MPTP block	SENP6 block	HKDC1 inhibitor	GRIN3A LBD mod
COc1ccc(CN=C(C#N)C2=C(O)c3ccccc3C2=O)cc1	-7	2	-5	29	4.6	-27	-2	5
Cc1ccc2nc(SCC(=O)Nc3ccccc3N3CCOCC3)c(C#N)cc2c1	4	-2	-4	19	-0.1	12	6	2
Cc1onc(-c2ccccc2)c1C(=O)Nc1ccccc1C#N	-1	13&-6	-6&-1	5&1	-0.6&-2.5	4	-7&0	-1&2
CCOc1ccc(OCCCCNC(C)(C)C)cc1	4	-5	1	12	0.2	-11	-4	-1
Cn1c(=O)n(C)c2cc([N+](=O)[O-])c(N3CCN(C(=O)C(C)(C)C)CC3)cc21	5	-12	1	17	0.3	-4	-12	-2
CC(C)C1OC2(C)OC(=N)C1(C#N)C(C#N)(C#N)C2c1ccccc1 (stereo unspecified)	-5	-4	12	-271	-1.1	-2	5	-10
O=C(Cn1cnc2c(OCc3ccccc3)ncnc21)NCCCc1ccccc1	-11	-8	·	10	1.2	-16	-3	0
Cc1ccc(CN(C)C(=O)c2ccc(S(=O)(=O)N(C)c3ccccc3)cc2)o1	-5	6	-13	12	1.0	-8	-1	22*
CCC(C)NC(=O)CN(c1cc(Cl)ccc1OC)S(C)(=O)=O (stereo unspecified)	-1	-2	-1	11	2.2	-12	-11	0
CCn1cc(CN2CCC(n3nccc3NC(=O)c3ccc4c(c3)OCO4)CC2)c(C)n1	-6	4	1	5	0.5	-19	-3	2
CCCNc1nc(C)cc(-c2cc(C(=O)NC3CCCC3)on2)n1	-6	-9	5	i	0.4	-10	-6	0
C=C(C)c1cccc(C(C)(C)NC(=O)NCC2CCCO2)c1 (stereo unspecified)	-7	15	-9	10	-2.5	-16	-1	0
CC(=O)c1ccc(NC(=O)CSc2nnc(-c3ccncc3)n2C2CC2)cc1	2	19	2	-21	-0.2	13	-2	0
C=CCn1cnc2c(nnn2-c2cc(C)cc(C)c2)c1=O	3	0	-3	16	0.7	-12	-2	-1
COC(=O)c1c(NC(=O)COC(=O)[C@@H](NS(=O)(=O)c2ccc(C)cc2)C(C)C)sc2c1CCC2	-1	7	-13	-65	3.0	13	-2	-5
Cc1nnsc1C(=O)N1CCCC(N2CCN(c3ccc(F)cc3)CC2)C1 (stereo unspecified)	5	-3	-3	3	0.1	-3	-10	2
CCOC(=O)c1ccc(NC(=O)c2nc[nH]c2C(=O)NCCCCNC(=O)c2[nH]cnc2C(=O)Nc2ccc(C(=O)OCC)cc2)cc1	-4	0	5	11	1.5	1	-5	0
CCCCC(CC)C(=O)Nc1cccc(SC)c1 (stereo unspecified)	3	-18	2	-2	0.9	-1	16	0
Cc1ccc(Cn2c(SC3CCOC3=O)nc3ccccc3c2=O)cc1 (stereo unspecified)	6	3	-1	14	0.0	-5	-11	-1
O=C(COc1ccc(S(=O)(=O)N2CCCC2)cc1Cl)NCc1ccc2c(c1)OCO2	2	15	-11	15	-0.2	-3	-6	2
CCc1cc2c(C)cc(=O)oc2cc1OC(=O)C1CCCN1C(=O)OC(C)(C)C (stereo unspecified)	-9	40	-5	·	·	-13	8	-1
COc1ccc(C2C(C(C)=O)=C(O)C(=O)N2CCCn2ccnc2)cc1OC (stereo unspecified)	1	6	-5	36	-0.2	11	-7	-1
Cc1cc2c(c(=O)o1)C(C(C)C)C(C#N)=C(N)O2 (stereo unspecified)	-5	-2	-1	15	-0.4	-6	0	-1
COc1cccc(CN2CCN(Cc3ccco3)CC2)c1	-3	-2	-1	15	-0.3	5	-5	-1
O=C(N/N=C/c1cccs1)C(=O)N1CCCC1	7	-4	0	-1	-2.7	0	3	0
COc1c(C)cc(C(=O)C2CCCN(C(=O)c3ccc4cc[nH]c4c3)C2)cc1C (stereo unspecified)	-4	-23	19	8	0.6	1	4	-3
Cc1cc(C)n(-c2ccc(C(=O)OC(C)C)cc2)n1	-8	3	3	0	0.2	-36	-6	1
O=C(NCc1nnnn1-c1cccc(F)c1)c1ccc(S(=O)(=O)N2CCOCC2)cc1	1	-12	11	8	-0.1	-6	1	0
O=C(/C=C/c1cccc(Cl)c1)NCc1cccs1	-5	12	12	10	7.9	4	-1	5
Cc1cc2c(cc1C)NC(=O)CC(C(F)(F)C(F)(F)C(F)(F)F)=N2	-2	11	-6	21	0.8	11	5	3
CSc1ccccc1Nc1ncnc(N)n1	-1	5	-4	4	-0.4	-8	-3	1
CC(OC(=O)Cn1[nH]c(=O)c2ccccc2c1=O)C(=O)Nc1ccc(F)cc1Cl (stereo unspecified)	3	-1	-1	20	-2.0	-1	0	2
Cc1ccc(NC(=O)CSc2nc3sc(C)cc3c(=O)n2C)cc1	5	-1	-8	7	1.1	-18	0	-3
CCCCCCCCCn1ccc(=N)cc1	0	3	-8	24	37	1	7	0
CCN(c1ccccc1)S(=O)(=O)c1ccc(C(=O)Nc2c(C)n(C)n(-c3ccccc3)c2=O)cc1	3	-2	0	-11	-0.5	-4	-1	-9
CC1=C(C(=O)N2CCOCC2)C(c2ccsc2)C2=C(CCCC2=O)N1 (stereo unspecified)	-1	8	5	-230	-0.5	1	4	1
Cc1ccccc1C(=O)Nc1cccc(C(=O)N/N=C/c2ccc3c(c2)OCO3)c1	0	9	-8	-127	-1.8	10	-6	-20
COc1cc(/C=N/NS(=O)(=O)c2ccc(C)cc2)ccc1OCc1cccc(C(=O)O)c1	1	-24	-3	12	0.0	9	-1	0
CCSc1nnc(CNC(=O)c2ccccc2F)n1-c1ccccc1OC	-5	-9	-12	0	-3.5	-14	-7	2
Cc1ccc(C2(c3noc(CN(C)CC4CCCCO4)n3)CCCC2)cc1 (stereo unspecified)	7	13	-8	10	-1.1	-20	0	-1
